Screening data: PubChem BioAssay, several laboratories
CYP2C19 activ – increases human CYP2C19 enzyme activity; P33261; recombinant CYP2C19, luciferin-H EGE luminescence; stronger effect = higher value; 0 = fully inhibited enzyme, 1 = untreated enzyme; activation factor at 5 µM; 96,000 tested, under 10 active; AID 1025;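 active = activation factor of at least 2 at 5 µM in the primary screen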;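 note: 0 = wells with 2.5 mM tranylcypromine and 1 = vehicle-only wells; values of inactives mirror those of a sister screen read the other way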
CYP2C9 inhib – blocks human cytochrome P450 2C9. P11712. CYP2C9 Supersomes, luciferin-H conversion, luminescence. inhibition, % at 5 µM. 96,000 tested, 20% active. AID 777;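 active = blocking of liver enzyme CYP2C9 beyond about 50% at 5 µM, limit read from the data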; note: values of inactives mirror those of a sister screen read the other way
Target sequence (P11712 whole entry, looked up): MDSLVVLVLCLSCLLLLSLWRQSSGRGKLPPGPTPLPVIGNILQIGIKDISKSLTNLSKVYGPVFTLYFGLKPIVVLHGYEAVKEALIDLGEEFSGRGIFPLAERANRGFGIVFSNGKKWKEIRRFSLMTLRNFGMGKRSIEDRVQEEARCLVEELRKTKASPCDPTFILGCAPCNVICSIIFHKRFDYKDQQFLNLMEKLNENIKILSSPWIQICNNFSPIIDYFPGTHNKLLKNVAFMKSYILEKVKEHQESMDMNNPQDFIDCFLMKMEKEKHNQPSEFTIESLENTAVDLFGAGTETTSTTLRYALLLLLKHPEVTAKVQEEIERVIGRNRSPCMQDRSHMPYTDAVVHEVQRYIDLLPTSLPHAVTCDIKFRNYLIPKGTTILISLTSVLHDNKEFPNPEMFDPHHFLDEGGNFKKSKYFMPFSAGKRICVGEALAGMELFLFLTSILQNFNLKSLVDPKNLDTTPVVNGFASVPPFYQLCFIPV
Candida biofilm – kills Candida albicans biofilms; C. albicans biofilm + clotrimazole, Alamar Blue; inhibition, % at 6 µM; 85,000 tested, 0.14% active; AID 834;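 active = inhibition above 20%; inactive = inhibition below 20%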;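 note: preformed 24 hr biofilms exposed to compound for 48 hr; 0% = biofilm without compound and 100% = blank killed by clotrimazole plus chlorhexidine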
HUVEC tox IL1B – HUVEC cytotoxicity counter-screen, IL-1B stimulated; AID 845; 94,000 tested, 0.41% active; cell count reduction, % at 2 µM; HUVEC cell count loss, Hoechst imaging;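 active = cell count reduction more than 3 SD above the screen-wide mean, cut at about 70% in these data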;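 note: normalized per plate to untreated control cells as the no-loss baseline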
VCAM1 TNFa inh – reduces TNF alpha induced VCAM1 expression in HUVEC; HUVEC TNFa-induced VCAM-1 immunofluorescence, high-content imaging; inhibition, % at 2 µM; 95,000 tested, 0.48% active;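 active = inhibition above the batch mean plus 3 SD, with images confirmed as a hit by eye, cut at about 37% in these data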;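 note: 0% = TNF-stimulated DMSO wells and 100% = unstimulated control wells; not every result past the cut was called active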
CYP2C9 activ – CYP2C9 (human) activation | activation factor at 5 µM | recombinant CYP2C9, luciferin-H conversion, luminescence; stronger effect = higher value; factor 1 = untreated enzyme, 0 = blocked | P11712 | 96,000 tested, 1.4% active;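 active = activation factor of 2 or more for CYP2C9 at a 5 µM dose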;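 note: 0 = sulfaphenazole-blocked wells and 1 = vehicle-only wells; values of inactives mirror those of a sister screen read the other way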
CYP2C19 inh – inhibitors of human CYP2C19; P33261; CYP2C19 Supersomes, luciferin-H EGE luminescence, 30 min; inhibition, % at 5 µM; 96,000 tested, 21% active; AID 778;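 active = CYP2C19 inhibition above a set limit at 5 µM in the primary screen, cut at about 50% in these data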;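 note: plate controls were negative control wells for no effect and 2.5 mM tranylcypromine positive control for full effect; values of inactives mirror those of a sister screen read the other way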
HUVEC tox TNFa – toxic to HUVEC cells under TNF alpha stimulation | cell count reduction, % at 2 µM | HUVEC TNFalpha-stimulated, Hoechst cell count, imaging | 93,000 tested, 0.17% active | AID 848;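 active = cell count reduction exceeding the screen mean by over 5 SD, scaled to untreated wells per plate, cut at about 78% in these data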;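 note: cells counted after 24 h of TNF alpha exposure following the 1 h pretreatment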
hDAT+cocaine – human DAT dopamine uptake with cocaine, either direction. B-score at 10 µM. LLC-PK1 hDAT cells, [14C]-dopamine uptake with cocaine IC80; actives deviate in either direction. 110,000 tested, 1.3% active. Q01959;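 active = Z score or B-score, a plate-position-corrected score, falls beyond the plate's 99.7% confidence bounds, in either direction; inactive = both scores lie inside the 99.7% bounds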;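 note: scored against the spread of the other compound wells on the same plate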
Target sequence (Q01959 whole entry, looked up): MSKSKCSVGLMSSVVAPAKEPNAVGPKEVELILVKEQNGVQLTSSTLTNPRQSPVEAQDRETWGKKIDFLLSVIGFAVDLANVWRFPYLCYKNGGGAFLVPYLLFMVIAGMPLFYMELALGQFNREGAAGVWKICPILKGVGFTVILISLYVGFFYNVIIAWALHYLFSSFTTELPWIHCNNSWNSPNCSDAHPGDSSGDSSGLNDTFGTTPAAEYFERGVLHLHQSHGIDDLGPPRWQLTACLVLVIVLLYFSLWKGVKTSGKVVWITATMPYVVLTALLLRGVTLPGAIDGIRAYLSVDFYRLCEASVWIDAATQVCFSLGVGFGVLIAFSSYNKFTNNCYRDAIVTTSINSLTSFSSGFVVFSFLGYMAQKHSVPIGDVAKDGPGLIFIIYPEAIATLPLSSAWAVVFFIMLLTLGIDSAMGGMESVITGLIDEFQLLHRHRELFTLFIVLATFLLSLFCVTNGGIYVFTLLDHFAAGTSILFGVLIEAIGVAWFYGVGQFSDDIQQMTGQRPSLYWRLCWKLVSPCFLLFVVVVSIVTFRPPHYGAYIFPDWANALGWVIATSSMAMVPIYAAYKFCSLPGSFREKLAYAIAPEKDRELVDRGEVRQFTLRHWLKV
* = called active by the depositor; / = not tested or not shown.

SMILES | CYP2C19 activ | CYP2C9 inhib | Candida biofilm | HUVEC tox IL1B | VCAM1 TNFa inh | CYP2C9 activ | CYP2C19 inh | HUVEC tox TNFa | hDAT+cocaine
Fc1ccc(-c2cc(C(F)(F)F)nc(N3CCCCC3)n2)cc1 | 1.2 | -23 | 9 | -14 | -21 | 1.2 | -19 | -27 | -0.85
CCc1nc2ccccc2n1CC(C)C(=O)O (stereo unspecified) | / | / | 8 | -7 | -6 | / | / | -17 | -0.088
O=C(Nc1ccccc1)Nc1nnc(-c2ccccc2)o1 | 0.9 | 2 | 10 | 9 | 7 | 1 | 9 | -11 | 0.8
Cc1cc(F)ccc1S(=O)(=O)Nc1ccccc1C(=O)Nc1ccc2[nH]c(=O)[nH]c2c1 | 0.9 | 81* | 3 | / | / | 0.2 | 9 | / | /
CCC(C(=O)O/N=C(\N)c1cccc(C)c1)c1ccccc1 (stereo unspecified) | 0.9 | 23 | -1 | / | -7 | 0.8 | 12 | -37 | -0.33
CCN(CC)S(=O)(=O)c1ccc(OC)c(NC(=O)CSc2ccccc2)c1 | 0.5 | 89* | / | -11 | -36 | 0.1 | 50 | -32 | 0.19
COC(=O)c1ccc(NC(=S)Nc2ccc3ccccc3c2)cc1 | 1 | 2 | / | 15 | -12 | 1 | 0 | 14 | -0.54
CCC(C)[C@H](NC(=O)N1CCN(c2cccc(C(F)(F)F)c2)CC1)C(=O)OC (stereo partly specified) | 0.7 | -50 | 8 | -9 | 28 | 1.5 | 29 | -3 | 3.2*
CC12CN3CC(C)(CN(C1)C3c1ccc(Br)cc1)C2 (stereo unspecified) | 1 | 1 | 5 | -18 | 0 | 1 | 3 | -22 | 0.59
CC(C)OC(=O)CSc1nnc(-c2ccc(O)cc2)n1Cc1ccccc1 | 0.4 | 37 | 8 | -24 | 1 | 0.6 | 64* | -4 | 0.83
CCCN1C(=O)C2(/C(=C(\O)c3ccc4c(c3)OCCO4)C(=O)C(=O)N2CCCOC)c2ccccc21 (stereo unspecified) | 0.7 | -2 | 11 | -30 | 13 | 1 | 28 | -41 | -1.6
COc1ccc(Nc2nc(=O)[nH]nc2C)cc1 | 0.9 | 2 | -1 | 8 | 16 | 1 | 5 | -16 | -0.44
O=C1c2ccccc2C(=O)N1c1ccc(Cl)cc1 | 0.8 | 26 | 4 | -24 | 20 | 0.7 | 22 | -6 | -1.4
O=C(COc1ccc(S(=O)(=O)NC2CCCCC2)cc1)Nc1ccc2c(c1)OCCO2 | 0.6 | 80* | 8 | -13 | -6 | 0.2 | 44 | -33 | -0.95
Nc1nc(SCC(=O)NCCCN2CCOCC2)nc2sc3c(c12)CCC3 | 1 | -7 | 6 | 14 | -1 | 1.1 | 5 | -3 | -0.021
CCN(Cc1ccccc1)C(c1ccc(C)cc1)c1nnnn1C(C)(C)C (stereo unspecified) | 0.7 | 10 | 2 | -13 | 2 | 0.9 | 27 | 16 | 0.1
Cc1ccccc1NS(=O)(=O)c1ccc(C)c(C(N)=O)c1 | 0.1 | 11 | 10 | / | 11 | 0.9 | 90* | -14 | 0.13
Cc1cccc(NC(=O)CCCN2C(=O)c3ccccc3C2=O)n1 | 0.8 | 26 | 5 | 8 | 14 | 0.7 | 16 | 3 | -0.63
CCn1c(SCC(=O)c2ccc3c(c2)Cc2ccccc2-3)nnc1-c1ccc(N)cc1 | 0.7 | 26 | / | -21 | -25 | 0.7 | 25 | 5 | 1.7*
CCOC(=O)C1=C(C)NC(SCC(N)=O)=C(C#N)C1c1cccs1 (stereo unspecified) | 0.5 | 52* | 0 | 12 | 3 | 0.5 | 52* | 29 | 2
COc1ccccc1C(=O)NCCCn1cc(Br)c(C)n1 | 0.3 | 21 | 7 | 1 | 14 | 0.8 | 73* | -16 | 0.17
Cc1cc(=O)[nH]c(SCC(=O)Nc2ccccc2C#N)c1C#N | 0.4 | 71* | / | -10 | -17 | 0.3 | 64* | -6 | 0.00081
O=[N+]([O-])c1cccc(/C=N\N2CCN(Cc3ccccc3Cl)CC2)c1 | / | / | 4 | -17 | 2 | / | / | -14 | 0.8
COc1ccc(Cn2c(C)c(C)c(C#N)c2NC(=O)Nc2ccc(Cl)cc2)cc1 | 1 | 16 | 11 | / | 29 | 0.8 | -1 | 1 | 1.1
CCOC(=O)C1C(=O)Nc2nc3ccccc3n2C1C(C)C (stereo unspecified) | 0.9 | 1 | 2 | 29 | / | 1 | 6 | / | 0.013

More structures:
SMILES | CYP2C19 activ | CYP2C9 inhib | Candida biofilm | HUVEC tox IL1B | VCAM1 TNFa inh | CYP2C9 activ | CYP2C19 inh | HUVEC tox TNFa | hDAT+cocaine
O=C(COc1ccc(S(=O)(=O)N2CCCCC2)cc1)N1CCCCCC1 | 1.1 | 2 | 0 | -26 | 8 | 1 | -6 | -5 | -0.039
O=C(O)C1CC(=O)N(c2ccc(Br)cc2)C1 (stereo unspecified) | 1.2 | -20 | 6 | -11 | 6 | 1.2 | -15 | 11 | 0.34
CCOC(=O)Cc1csc(NC(=O)COc2ccc(N(C)S(=O)(=O)c3ccc(C)cc3)cc2)n1 | 0.1 | 92* | 4 | -9 | 91* | 0.1 | 92* | 76 | 0.065
CC1CC(=O)c2cnc(NCc3ccco3)nc2C1 (stereo unspecified) | 0.9 | 8 | 9 | -4 | 8 | 0.9 | 14 | -4 | -0.61
N#Cc1nc(COc2ccccc2Cl)oc1N1CCCCCC1 | / | / | 4 | 10 | 11 | / | / | -13 | -0.016
COc1ccc(S(=O)(=O)Cc2ccc(C(=O)NC(C)C)o2)cc1 | 0.8 | 27 | / | 13 | 15 | 0.7 | 15 | -23 | 1.1
COc1ccc(CC(=O)NCc2ccccn2)cc1OC | 0.9 | -6 | 7 | -27 | 14 | 1.1 | 10 | -36 | -1.7
C=CCONC(=O)c1cc(OCC(F)(F)F)ccc1OCC(F)(F)F | 0.7 | 87* | / | 4 | 12 | 0.1 | 29 | 6 | -0.008
c1ccn2cc(CSc3nnc4ccccn34)nc2c1 | 0.9 | -5 | 7 | -13 | 9 | 1.1 | 12 | 28 | -0.27
COc1ccc(N(CC(=O)NCC2CCCO2)S(=O)(=O)c2c(C)noc2C)cc1 (stereo unspecified) | 0.7 | 11 | 7 | 30 | -10 | 0.9 | 31 | -39 | -0.052
COc1ccccc1N(CN1C(=O)c2ccccc2C1=O)C(=O)c1cccnc1 | 0.7 | 22 | -3 | -2 | -12 | 0.8 | 32 | -15 | 0.065
Cc1ccc(CSc2nnc(-c3ccc(S(=O)(=O)N4CCCC4)cc3)o2)cc1 | 1 | 21 | -3 | -18 | -18 | 0.8 | 4 | -19 | -0.13
CCC(CC)C(=O)Nc1c2cnn(-c3ccccc3)c2nc(=O)n1-c1ccccc1 | 1 | 11 | 7 | -52 | 8 | 0.9 | -1 | -34 | /
c1ccc(CCc2ccccc2-c2nc(-c3cccnc3)no2)cc1 | 0.8 | -6 | 6 | -9 | 4 | 1.1 | 18 | -30 | -0.98
CCOC(=O)c1c(N)n[nH]c1-c1ccc(OC)cc1 | 0.8 | -14 | 3 | -17 | 2 | 1.1 | 18 | -9 | -0.78
N#Cc1c(N)sc(=S)c2c1CCCCC2 | 0.8 | 4 | 5 | -17 | 15 | 1 | 21 | -4 | -0.35
COc1ccc(CC(=O)Nc2cc(Cl)ccc2O)cc1 | 0.1 | 59* | 7 | -16 | -21 | 0.4 | 92* | / | -0.7
COc1ccccc1CNC(=O)CC(NS(=O)(=O)c1ccc(C)cc1)c1ccco1 (stereo unspecified) | 0.6 | -58 | 2 | -9 | 3 | 1.6 | 44 | -24 | -0.23
Cc1ccc([N+](=O)[O-])cc1NC(=O)CN(C(=O)c1ccc(Cl)cc1)C1CCCCC1 | 0.5 | 37 | / | -3 | 14 | 0.6 | 46 | -6 | 0.15
COc1ccccc1NC(=O)c1ccc(COc2ccccc2OC)o1 | 0.4 | -185 | 3 | -22 | -9 | 2.8* | 58* | -16 | -0.48
Cc1c(O)c(CN2CCCCC2)cc2c3c(c(=O)oc12)CCC3 | 0.6 | 70* | 4 | -11 | 16 | 0.3 | 42 | -16 | -0.13
CCCCC(c1nnnn1CCOC)N1CCN(C(=O)c2ccco2)CC1 (stereo unspecified) | 0.2 | 55* | 3 | / | / | 0.4 | 80* | / | -0.3
O=S(=O)(NCc1ccco1)c1cccc(S(=O)(=O)N2CCCCC2)c1 | 0.6 | 9 | -2 | / | / | 0.9 | 35 | / | 1.2
Cc1cc(-c2ccccc2)nn1-c1nc2c(c(=O)[nH]c(=O)n2C)n1C | 1 | 9 | 4 | / | / | 0.9 | 2 | / | /
Cc1ccc(C(C2C(=O)CC(C)(C)CC2=O)C2C(=O)CC(C)(C)CC2=O)s1 | 0.8 | 0 | / | -9 | 2 | 1 | 19 | -9 | 0.7

Continued:
SMILES | CYP2C19 activ | CYP2C9 inhib | Candida biofilm | HUVEC tox IL1B | VCAM1 TNFa inh | CYP2C9 activ | CYP2C19 inh | HUVEC tox TNFa | hDAT+cocaine
Cn1c(SCc2ccc(Br)cc2)nnc1-c1cccs1 | 0 | 76* | 0 | -18 | 16 | 0.2 | 97* | -43 | -0.23
CS(=O)(=O)N(CC(=O)N1CCC(C(N)=O)CC1)c1ccc(Oc2ccccc2)cc1 | 1.1 | 3 | 1 | / | / | 1 | -10 | / | -0.69
COc1ccc2[nH]c(=O)c(C(c3nnnn3C3CCCC3)N(C)C3CCCCC3)cc2c1 (stereo unspecified) | 1 | -7 | 4 | -14 | -4 | 1.1 | 1 | -22 | -0.00069
N#Cc1nc(-c2ccco2)oc1NCc1ccco1 | 0.8 | 44 | 3 | 11 | 49 | 0.6 | 16 | 23 | -1.3
Cc1ccc2cc(C(c3nnnn3C3CCCC3)N3CCN(c4ccc(F)cc4)CC3)c(=O)[nH]c2c1 (stereo unspecified) | / | / | 9 | -4 | -19 | / | / | -4 | 3.7*
O=C(NCc1cccs1)C1CCN(S(=O)(=O)c2cccc3nsnc23)CC1 | 0.9 | -153 | 1 | -2 | 4 | 2.5* | 15 | -5 | 0.21
O=C(CSc1nc2ccccc2c(=O)[nH]1)Nc1ccc(S(=O)(=O)N2CCCC2)cc1 | 0.7 | 96* | / | 11 | 12 | 0 | 32 | -5 | 0.25
COc1ccccc1NC(=O)N1CCCC(C(=O)Nc2cccc(C)c2C)C1 (stereo unspecified) | 1.1 | -12 | 3 | / | / | 1.1 | -6 | / | -0.0097
Cc1nnc(SCc2nc3ccccc3[nH]2)s1 | 0.8 | 7 | 7 | 9 | 28 | 0.9 | 24 | 0 | -0.012
CCOC(=O)c1cc(CC)sc1NC(=O)c1ccc(N2CCOCC2)c([N+](=O)[O-])c1 | 1.1 | -12 | / | -2 | 8 | 1.1 | -14 | -15 | 0.022
c1csc(CNCCN2CCOCC2)c1 | 0.9 | 22 | 9 | 2 | -12 | 0.8 | 6 | -25 | -0.15
O=C1NCC(O)=C1C=NCCCO | 1 | -1 | 4 | / | / | 1 | -3 | / | /
CC(=O)c1c(C)[nH]c(C(=O)N2CCN(c3cc(Cl)ccc3C)CC2)c1C | 0.8 | 48 | -3 | -16 | -1 | 0.5 | 23 | 0 | -0.47

An excerpt from above in order of SMILES length, low to high:
SMILES | CYP2C19 activ | CYP2C9 inhib | Candida biofilm | HUVEC tox IL1B | VCAM1 TNFa inh | CYP2C9 activ | CYP2C19 inh | HUVEC tox TNFa | hDAT+cocaine
c1csc(CNCCN2CCOCC2)c1 | 0.9 | 22 | 9 | 2 | -12 | 0.8 | 6 | -25 | -0.15
CS(=O)(=O)N(CC(=O)N1CCC(C(N)=O)CC1)c1ccc(Oc2ccccc2)cc1 | 1.1 | 3 | 1 | / | / | 1 | -10 | / | -0.69
O=C(CSc1nc2ccccc2c(=O)[nH]1)Nc1ccc(S(=O)(=O)N2CCCC2)cc1 | 0.7 | 96* | / | 11 | 12 | 0 | 32 | -5 | 0.25
